Rab7 wt modul: modulators of GTP binding to Rab7, primary screen, biochemical, wildtype, multiplex bead flow cytometry; actives 0.055% (n = 190,000); GST-Rab7 beads, fluorescent GTP binding; actives lie on both sides; untreated = 100%, excess cold GTP = 0%; GTP binding activity (percent of control), % at 10 µM; Rab7 GTPase wild type (dog), Bodipy-FL-GTP binding;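 active means fluorescent GTP binding to Rab7 beads changed by at least 20 points from the 100% baseline, either direction, mostly lower; inconclusive means compound itself probably fluorescent, or too few beads counted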;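 further: median green fluorescence of bound Bodipy-FL-GTP per Rab7 bead population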
Rab2A wt mod: modulators of GTP binding to Rab2A wildtype, primary screen, biochemical, dog, bead-based flow cytometry, multiplex; GTP binding activity, % at 10 µM; AID 760, 2007; Ras-related protein Rab-2A (Canis lupus familiaris), P61105; GST-Rab2 wt beads, Bodipy-GTP binding; actives 0.19% (n = 190,000);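 active means GTP binding activity at least 20 points away from 100%, either lowered or raised; inconclusive means signal likely due to the compound's own green fluorescence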;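 further: 0% = beads with excess unlabeled GTP and 100% = no-compound control corrected for plate trend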
Pf gametocyte: late stage P. falciparum gametocyte viability inhibitors, primary screen, ATP luminescence, HTS | AID 743093, 2013 | inhibition, % at 10.9 µM | P. falciparum stage V gametocytes, 24 h | actives 0.065% (n = 150,000);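 active means inhibition above the mean plus 3 SD of compounds within the control limits, set per campaign, cut at about 38% in these data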;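 further: 0% = DMSO wells and 100% = medium only without gametocytes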
Cdc42 wt: modulators of GTP binding to wildtype Cdc42, primary screen, biochemical, multiplex bead flow cytometry, Bodipy-GTP; actives 0.2% (n = 190,000); percent activity (GTP binding), % at 10 µM; GST-Cdc42 beads; actives lie on both sides; AID 761, 2007;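 active means percent activity GTP binding at least 20 points away from the 100% baseline, either down as inhibitor or up as activator; inconclusive means compound flagged as likely green fluorescent from well-wide comparison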;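 further: median bead fluorescence of bound Bodipy-FL-GTP at 100 nM; 0% = excess unlabeled GTP control and 100% = no compound control; below 100% means less GTP binding so inhibitor and above means activator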
Target sequence (P60953 whole entry, looked up): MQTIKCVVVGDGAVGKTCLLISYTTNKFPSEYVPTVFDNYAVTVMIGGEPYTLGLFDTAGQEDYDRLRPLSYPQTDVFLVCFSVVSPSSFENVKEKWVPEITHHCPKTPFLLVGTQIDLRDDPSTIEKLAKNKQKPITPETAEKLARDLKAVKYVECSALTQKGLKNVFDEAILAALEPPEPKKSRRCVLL
HRas wt GTP bind: modulators of GTP binding to HRas wildtype, primary screen, biochemical, bead-based flow cytometry, multiplex | GTP binding activity, % at 10 µM | GST-Ras wt beads, Bodipy-FL-GTP binding; actives lie on both sides | actives 0.14% (n = 190,000) | GTPase HRas (Homo sapiens), P01112 | AID 759, 2007;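 active means GTP binding activity at least 20% away from the 100% baseline, either lowered as inhibitor or raised as activator; inconclusive means flagged as likely green fluorescent, judged across all proteins in the well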;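 further: 0% = unlabeled GTP competition control and 100% = no-compound control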
Target sequence (P01112 whole entry, looked up): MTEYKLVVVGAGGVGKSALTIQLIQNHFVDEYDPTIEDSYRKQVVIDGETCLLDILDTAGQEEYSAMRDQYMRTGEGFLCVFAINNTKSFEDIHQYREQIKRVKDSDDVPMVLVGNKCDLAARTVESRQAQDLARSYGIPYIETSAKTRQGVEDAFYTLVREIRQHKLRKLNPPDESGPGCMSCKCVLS
Avidin fluor: green autofluorescence of compounds with avidin beads – biophysical, 488/530 nm, flow cytometry, artefact control, profiling panel | compound fluorescence 488/530 nm; hits give high values | fluorescence (KMESF) at 10 µM | actives 0.38% (n = 220,000) | AID 1775, 2009; in the data active means fluorescence above about 47; further: inactives centre near 10
ABCG2 block: ABCG2 efflux pump inhibitors, primary screen, multiplex with ABCB1, IgMXP3 cells, flow cytometry. actives 0.1% (n = 190,000). inhibition, % at 6.6 µM. JC-1 efflux;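 active means inhibition above 80%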;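 further: 0% = DMSO and 100% = nicardipine control wells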
Target sequence (Q9UNQ0 whole entry, looked up): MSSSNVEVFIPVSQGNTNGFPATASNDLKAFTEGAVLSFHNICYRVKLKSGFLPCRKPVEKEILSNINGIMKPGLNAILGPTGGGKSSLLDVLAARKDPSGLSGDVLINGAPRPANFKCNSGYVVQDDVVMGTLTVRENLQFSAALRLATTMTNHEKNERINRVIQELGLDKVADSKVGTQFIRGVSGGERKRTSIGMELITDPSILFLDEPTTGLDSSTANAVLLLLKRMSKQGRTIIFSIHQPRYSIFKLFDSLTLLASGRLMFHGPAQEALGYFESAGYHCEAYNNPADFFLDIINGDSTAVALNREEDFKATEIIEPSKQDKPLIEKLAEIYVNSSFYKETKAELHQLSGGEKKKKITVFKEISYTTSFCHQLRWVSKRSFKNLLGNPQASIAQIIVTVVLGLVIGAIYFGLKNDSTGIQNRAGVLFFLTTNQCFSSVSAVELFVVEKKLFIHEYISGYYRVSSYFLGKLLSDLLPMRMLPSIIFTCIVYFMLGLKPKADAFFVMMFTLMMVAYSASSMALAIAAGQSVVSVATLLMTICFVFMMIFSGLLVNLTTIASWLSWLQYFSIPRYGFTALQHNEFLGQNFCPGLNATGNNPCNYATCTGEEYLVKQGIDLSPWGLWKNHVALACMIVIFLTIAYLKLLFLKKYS
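Test system: IgMXP3 (ABCG2) plus far-red-tagged CCRF-Adr (ABCB1) cells / Amount: 3 million cells/mL in well / Reagent: JC-1 transporter substrate / Timing: 10 min compound exposure, 25 °C / Signal: flow cytometry, 530 nm JC-1 signal / Read-out: percent efflux inhibition, scaled nicardipine 100% to DMSO 0% / Benchmarks: nicardipine as high control, DMSO as low control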
GSH bead fluor: compound fluorescence on glutathione beads, profiling panel, artefact control, biophysical, 488/530 nm, flow cytometry | GSH beads flow cytometry, compound fluorescence 488/530 nm; hits give high values | fluorescence (KMESF) at 10 µM | actives 0.25% (n = 190,000); in the data active means fluorescence above about 89;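 further: glutathione beads carrying GST-tagged Bcl family fusion proteins plus one bare bead set; values are compound well signal with DMSO vehicle wells as background; inactives centre near 16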
ABCB1 inh: ABCB1 efflux pump inhibitors, primary screen, cell-based, multiplex, flow cytometry, ABCG2 counter-screen | ATP-dependent translocase ABCB1 (Homo sapiens), P08183 | CCRF-Adr cells, JC-1 efflux | inhibition, % at 6.6 µM | actives 0.067% (n = 190,000); in the data active means inhibition above about 40%;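 further: 0% = vehicle and 100% = reference inhibitor; higher value means more JC-1 retained so stronger ABCB1 efflux block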
Rac1 act GTP bind: GTP binding modulators of activated mutant Rac1, primary screen, biochemical, bead-based flow cytometry, multiplex, fluorescent GTP; actives 0.11% (n = 190,000); GST-Rac1 activated beads; actives lie on both sides; 100% means binding = to untreated wells; percent activity (GTP binding), % at 10 µM; Ras-related C3 botulinum toxin substrate 1 (Homo sapiens), P63000;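 active means GTP binding at least 20 percentage points away from the 100% baseline, in either direction, so actives lie on both sides; inconclusive means Compound likely fluorescent itself, or too few beads counted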
Rac1 wt modul: wildtype Rac1 GTP binding modulators, primary screen, biochemical, GST-Rac1 beads, flow cytometry, multiplex | Ras-related C3 botulinum toxin substrate 1 (Homo sapiens), P63000 | fluorescent GTP binding; actives lie on both sides; 0 = cold GTP competed, 100 = untreated | GTP binding activity (% of control), % at 10 µM | actives 0.27% (n = 190,000) | AID 757, 2007;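 active means GTP binding activity at least 20 points away from the 100% control level, either lower or higher; inconclusive means compound flagged as likely green fluorescent, judged across all proteins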
Active calls of the source: *; ? = inconclusive; nt = not tested or not shown.

SMILES	Rab7 wt modul	Rab2A wt mod	Pf gametocyte	Cdc42 wt	HRas wt GTP bind	Avidin fluor	ABCG2 block	GSH bead fluor	ABCB1 inh	Rac1 act GTP bind	Rac1 wt modul
CC(C)NCC(O)COc1c(F)cc(Br)cc1F (stereo not given)	101.0	101.0	0.5	104.0	103.0	7	2.1	13	0.6	99.0	102.0
COc1ccc(C(=O)CSc2nnc3ccccn23)cc1OC	108.0	100.0	nt	95.0	96.0	4	5.4	18	-0.3	96.0	96.0
O=C(c1cc(F)c(F)cc1Cl)N1CCN(c2ccc([N+](=O)[O-])c3ncccc23)CC1	97.0	101.0	-37.3	99.0	98.0	14	9.8	9	nt	99.0	99.0
O=C(NC12CC3CC(CC(C3)C1)C2)C1=COCCO1	100.0	99.0	nt	101.0	100.0	7	0.3	57	0.5	97.0	100.0
CCCCOc1ccc(N(CC(=O)NC(C)C)C(=O)CCC(=O)Nc2ccccn2)cc1	99.0	97.0	-29.7	99.0	97.0	8	2.4	15	0.1	94.0	99.0
CCCSc1nc(C)cc(C)c1C(N)=O	95.0	94.0	nt	98.0	96.0	27	3.9	14	0.8	93.0	93.0
COc1ccc(CC(=O)Nc2cc(C)on2)cc1	103.0	100.0	-8.1	100.0	103.0	18	1.4	49	-0.1	96.0	104.0
Cc1cccc(C)c1Nc1nnc(SCC(=O)Nc2ncc(C(F)(F)F)cc2Cl)s1	103.0	97.0	17.0	99.0	99.0	5	2.7	9	0.7	98.0	104.0
CCOC(=O)N1CCN(CC(=O)N2c3ccccc3CCc3ccccc32)CC1	103.0	100.0	-2.9	101.0	99.0	11	3.7	18	1.2	98.0	101.0
COc1ccc(C(=O)CCN2CCCCCC2)cc1	99.0	96.0	nt	85.0	96.0	32	-0.4	13	0.0	86.0	91.0
Cc1cc(C)n(CC2CC(=O)N(c3ccc(F)c(Cl)c3)C2=O)n1 (stereo not given)	99.0	100.0	nt	103.0	100.0	16	-0.1	24	0.9	98.0	103.0
CNCc1sccc1C	103.0	99.0	-46.0	97.0	99.0	5	0.1	15	0.2	97.0	98.0
CCOc1ccc2cc(/C=C/C(=O)c3ccco3)c(Cl)nc2c1	?	?	nt	?	?	10	4.6	14	0.7	?	?
CCOc1ccc(S(=O)(=O)N2CCN(Cc3ccccc3)CC2)c2cccnc12	103.0	102.0	-9.6	103.0	103.0	10	0.0	16	-0.1	102.0	111.0
O=C(COc1ccc2ccccc2c1)NC1CC1	98.0	99.0	nt	97.0	99.0	9	-1.0	51	-0.4	95.0	100.0
O=C(COC(=O)CNC(=O)c1cccs1)Nc1ccccc1C(F)(F)F	96.0	95.0	nt	94.0	95.0	12	2.1	13	0.3	94.0	97.0
Cn1c(CCC(=O)Nc2ccc(N3CCOCC3)cc2)nc(=O)c2ccccc21	106.0	106.0	-3.0	108.0	108.0	16	1.3	21	0.3	100.0	105.0
COc1cc(NC2c3ccccc3C(=O)N2c2ccc(C)cn2)cc(OC)c1OC (stereo not given)	101.0	100.0	nt	105.0	102.0	8	-2.1	19	-2.3	101.0	107.0
O=C(CCCOc1ccc(Cl)cc1)Nc1nncs1	94.0	93.0	nt	91.0	94.0	24	11.1	33	0.3	93.0	90.0
COC(=O)C1=C(C)N(C2CCCCC2)C(=O)C1	96.0	93.0	nt	94.0	95.0	30	0.4	12	0.3	92.0	96.0

An excerpt of these results, with each value named.
CCCSc1nc(C)cc(C)c1C(N)=O
  Rab7 wt modul = 95.0 | Rab2A wt mod = 94.0 | Pf gametocyte = nt | Cdc42 wt = 98.0 | HRas wt GTP bind = 96.0 | Avidin fluor = 27 | ABCG2 block = 3.9 | GSH bead fluor = 14 | ABCB1 inh = 0.8 | Rac1 act GTP bind = 93.0 | Rac1 wt modul = 93.0
COc1ccc(CC(=O)Nc2cc(C)on2)cc1
  Rab7 wt modul = 103.0 | Rab2A wt mod = 100.0 | Pf gametocyte = -8.1 | Cdc42 wt = 100.0 | HRas wt GTP bind = 103.0 | Avidin fluor = 18 | ABCG2 block = 1.4 | GSH bead fluor = 49 | ABCB1 inh = -0.1 | Rac1 act GTP bind = 96.0 | Rac1 wt modul = 104.0

More compounds.
SMILES	Rab7 wt modul	Rab2A wt mod	Pf gametocyte	Cdc42 wt	HRas wt GTP bind	Avidin fluor	ABCG2 block	GSH bead fluor	ABCB1 inh	Rac1 act GTP bind	Rac1 wt modul
CCOc1ccc2nc(-c3cc(NC(C)=O)ccc3O)sc2c1	103.0	100.0	-22.5	99.0	101.0	26	3.2	7	0.1	100.0	100.0
CCOC(=O)C1=C(C)N=c2s/c(=C3\C(=O)Nc4ccccc43)c(=O)n2C1c1ccc2c(c1)OCO2 (stereo not given)	98.0	100.0	-0.8	99.0	101.0	9	0.1	14	0.0	94.0	96.0
Cc1ccc(-c2nc3cccnc3o2)cc1NC(=O)COc1ccc(C(C)(C)C)cc1	97.0	100.0	13.3	105.0	100.0	5	7.3	59	1.2	101.0	106.0
Cc1ccnc2nc(C(=O)OCC(=O)Nc3ccc4c(c3)OC(F)(F)O4)nn12	105.0	108.0	nt	107.0	107.0	8	5.6	19	0.8	104.0	105.0
CS(=O)(=O)N1CCC(C(=O)Nc2ccc(Oc3ccccc3)cc2)CC1	98.0	98.0	nt	100.0	99.0	10	4.3	36	0.2	97.0	100.0
CCOC(=O)Cc1c(C)[nH]c(=S)[nH]c1=O	99.0	100.0	nt	101.0	100.0	7	-0.5	49	-0.1	101.0	103.0
CCNC(=S)N1CCN(Cc2ccccc2)CC1	104.0	98.0	4.1	94.0	96.0	8	0.9	13	-0.3	92.0	96.0
CN1C2CCC1/C(=C\c1ccccc1F)C(=O)/C2=C/c1ccccc1F	96.0	97.0	-7.2	103.0	98.0	12	1.6	20	-0.9	99.0	106.0
COc1ccc(C(=O)NCS(=O)(=O)c2ccc(C)cc2)cc1	92.0	90.0	-11.1	92.0	93.0	37	-0.2	12	-0.1	88.0	90.0
CCCOc1ccc(N2C(=O)CC(NCCc3ccc(S(N)(=O)=O)cc3)C2=O)cc1 (stereo not given)	109.0	102.0	12.9	104.0	104.0	18	-0.1	4	0.1	95.0	99.0
Nc1nc(CN2CCN(c3ccccc3F)CC2)nc(Nc2ccc3c(c2)OCCO3)n1	95.0	93.0	nt	95.0	97.0	37	2.9	13	0.7	92.0	94.0
COc1ccc(NC(=O)CN2CCCN(S(=O)(=O)c3ccc(F)cc3)CC2)cc1	92.0	95.0	nt	95.0	92.0	nt	0.4	30	0.3	94.0	93.0
Cc1nnc(SCC(=O)NCc2ccccc2Cl)n(N)c1=O	96.0	99.0	-2.0	99.0	99.0	15	0.4	19	0.0	100.0	103.0
COc1ccc(S(=O)(=O)Nc2nc3ccccc3s2)cc1	92.0	90.0	nt	92.0	93.0	42	1.9	11	0.8	91.0	90.0
COc1cc2c(cc1OC)C1=C(C#N)CN(C3CCCCC3)CN1CC2	98.0	99.0	nt	101.0	102.0	7	1.5	24	0.8	98.0	101.0
NC(=O)C[n+]1ccc(/C=N/O)cc1	94.0	95.0	-12.0	96.0	95.0	11	-1.4	17	-0.7	96.0	96.0
C=CCNCCOCCOc1ccc(C)cc1[N+](=O)[O-]	100.0	101.0	31.4	99.0	101.0	11	1.8	16	0.6	98.0	100.0
CNC(=O)NC(=O)COC(=O)c1ccc(-n2c(C)ccc2C)cc1	99.0	99.0	-7.2	100.0	98.0	7	-0.5	12	0.1	100.0	101.0
Cc1ccc(CO/N=C/C2=C(Cl)c3ccccc3CC2)cc1	95.0	96.0	19.1	94.0	95.0	13	1.1	39	0.2	90.0	94.0
COc1ccc(C)cc1S(=O)(=O)N(CC(=O)Nc1ccc2c(c1)OCCO2)Cc1ccccc1	100.0	103.0	nt	106.0	104.0	6	4.1	16	1.7	101.0	108.0
CCC(=O)NC1(C(F)(F)F)C(=O)NC(C)=C1C#N (stereo not given)	97.0	99.0	nt	98.0	97.0	4	1.3	24	-0.1	99.0	102.0
Cc1ccc(NC(=O)CS(=O)CC(=O)N(C2CCCC2)C(C)C(=O)NC2CCCCC2)cc1 (stereo not given)	102.0	99.0	nt	103.0	101.0	35	13.6	24	2.0	100.0	106.0
COc1ccc(C(=O)N2CCN(Cc3nc(CC4CC4)no3)CC2)cc1	107.0	100.0	8.6	95.0	100.0	3	3.8	10	0.7	98.0	100.0
CC1CCC(n2c(=S)[nH]c3ccccc3c2=O)CC1 (stereo not given)	97.0	101.0	nt	100.0	100.0	7	3.1	17	0.2	98.0	108.0
Cc1ccc(CNC(=O)C2CCC(CNc3nc(=S)[nH]c4ccccc34)CC2)cc1 (stereo not given)	?	?	-13.3	?	?	21	-0.5	58	-0.6	?	?
O=C1NC(=S)S/C1=C/c1ccc(N2CCOCC2)o1	98.0	97.0	nt	96.0	99.0	7	-0.1	8	-0.3	96.0	98.0
Cc1nn(C)c(C)c1CN(C)C(=O)CCCC(=O)O	103.0	104.0	3.2	104.0	104.0	7	-0.2	17	0.0	100.0	104.0
O=C1CN(C(=O)COC(=O)c2cnc(Cl)c(Cl)c2)c2ccccc2N1	99.0	99.0	-15.3	94.0	96.0	25	0.1	13	0.0	99.0	96.0
CCCN1CCN(CCCNC(=O)CCn2nc(-c3ccccc3)ccc2=O)CC1	91.0	97.0	-7.9	97.0	95.0	8	-0.4	27	0.3	92.0	98.0
CSc1cc(C)nc(NC(C)=O)n1	97.0	97.0	nt	97.0	98.0	13	4.9	35	0.9	97.0	97.0
COc1ccc(-c2[nH]nc3c2C(c2ccccc2OC(=O)N2CCOCC2)C(C#N)=C(N)O3)cc1 (stereo not given)	98.0	98.0	nt	97.0	95.0	7	-1.6	36	-0.2	94.0	95.0
Cc1cc(=O)oc2cc(OCC(=O)OCC(=O)NC(=O)NC(C)C)ccc12	96.0	97.0	-23.6	96.0	93.0	28	4.3	29	1.0	96.0	98.0
CCOc1ccc(N(CC(=O)Nc2ccc(C)cc2)S(=O)(=O)c2c(C)noc2C)cc1	98.0	99.0	nt	104.0	100.0	24	4.2	15	0.7	99.0	103.0

Assay outcomes: PubChem BioAssay, several laboratories
